TPT1 inh = C. albicans TPT1 enzyme inhibition. recombinant caTPT1, FP RNA substrate dephosphorylation. inhibition, % at 5 µM. 0.81% of 300,000 active. AID 1962;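 active = inhibition above the mean of all tested compounds plus 3 SD, set per screening campaign, cut at about 24% in these data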;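 note: plate controls were DMSO alone for no effect and ferristatin control at 100 nM for full effect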
PREPL inh = inhibits the human prolyl oligopeptidase-like enzyme | recombinant PREPL, fluorescence polarization activity-based probe | AID 2751 | Q4J6C6 | inhibition, % at 5.96 µM | 0.68% of 320,000 active; in the data active = inhibition above about 43%;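 note: 0% = enzyme with DMSO and 100% = wells lacking enzyme; many of its hits are not listed in these tables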
PP5 primary = blocks human protein phosphatase 5 activity. AID 1987. purified PP5c, OMFP substrate fluorescence. P53041. 0.18% of 320,000 active. inhibition, % at 6.7 µM;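 active = inhibition above the campaign's mean inhibition across all tested compounds plus 3 SD, cut at about 9.5% in these data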;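 note: 0% = DMSO only and 100% = 100 µM cantharidin control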
Target sequence (P53041 whole entry, looked up): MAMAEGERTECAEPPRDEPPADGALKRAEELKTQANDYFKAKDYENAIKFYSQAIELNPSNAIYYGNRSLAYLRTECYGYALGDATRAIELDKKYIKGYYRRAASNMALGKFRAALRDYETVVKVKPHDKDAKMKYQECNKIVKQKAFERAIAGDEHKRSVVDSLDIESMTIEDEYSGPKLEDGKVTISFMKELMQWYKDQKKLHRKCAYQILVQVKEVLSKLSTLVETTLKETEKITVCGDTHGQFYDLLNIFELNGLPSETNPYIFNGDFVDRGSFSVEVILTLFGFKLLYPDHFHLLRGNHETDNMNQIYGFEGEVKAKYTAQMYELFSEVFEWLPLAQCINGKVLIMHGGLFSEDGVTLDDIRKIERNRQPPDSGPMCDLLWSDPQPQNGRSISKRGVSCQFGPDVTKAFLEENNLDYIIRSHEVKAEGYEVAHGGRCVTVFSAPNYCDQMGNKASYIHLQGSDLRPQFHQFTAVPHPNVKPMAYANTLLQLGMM
LYPLA2 counter = counter-screen for PME1 inhibitors: inhibitors of human LYPLA2. 0.38% of 320,000 active. inhibition, % at 5.9 µM. recombinant LYPLA2, FP-Rh probe fluorescence polarization. AID 2177;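 active = inhibition above the screen-wide mean plus 3 SD, limit set per campaign, cut at about 26% in these data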;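 note: 0% = LYPLA2 with DMSO and 100% = wells lacking LYPLA2 enzyme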
Target sequence (O95372 whole entry, looked up): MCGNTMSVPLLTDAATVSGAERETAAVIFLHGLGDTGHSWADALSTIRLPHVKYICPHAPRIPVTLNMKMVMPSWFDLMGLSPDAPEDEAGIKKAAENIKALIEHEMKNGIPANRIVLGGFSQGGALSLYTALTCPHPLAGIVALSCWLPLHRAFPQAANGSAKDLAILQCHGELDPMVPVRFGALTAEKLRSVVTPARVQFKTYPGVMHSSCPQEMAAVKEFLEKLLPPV
HCV core dimer = HCV core protein dimerization inhibition | 0.33% of 300,000 active | TR-FRET GST/Flag-core106 dimerization, 1536-well | AID 1899 | inhibition, % at 5 µM;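 active = inhibition above the mean of all tested compounds plus 3 SD, set per screening campaign, cut at about 45% in these data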
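test system = GST/Flag-tagged HCV core106 proteins | probe or stimulus = Eu donor and XL665 acceptor anti-tag antibodies | times = compound-protein-antibody incubation 4 h at 22.5 °C | signal = TR-FRET, excitation 340 nm, emission 617 and 671 nm | measure = percent inhibition of core106 dimerization signal | controls = wells lacking GST-core106 and wells with excess unlabelled core106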
JMJD2C inh = blocks human GASC-1 demethylase activity; 0.069% of 330,000 active; AID 2099; Q9H3R0; GST-JMJD2C(1-420) H3K9me3 demethylation, DELFIA europium; inhibition, % at 2.35 µM;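 active = more than half of a compound's replicate wells show inhibition beyond 50%, single wells judged on their own value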;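 note: signal counts dimethyl H3K9 product captured on neutravidin plate; 0% = median of DMSO wells and 100% = 0.3 times that DMSO median; strong numbers were not always called active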
Efflux pump mplx = inhibitors of Candida antifungal efflux pumps expressed in yeast. inhibition, % at 10 µM. S. cerevisiae Candida pump triplex, Nile Red efflux. AID 485275. 0.44% of 330,000 active;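 active = plate passing quality check with inhibition over a set limit, or well fluorescence over plate mean plus 4 SD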;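 note: Nile Red retained in pooled yeast measured as flow cytometry median fluorescence; 0% = buffer negative control and 100% = Enniatin B positive control; higher means more Nile Red kept so more efflux inhibition; some compounds called inactive have numbers as strong as hits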
CTSL1 counter = counter-screen for PFM18AAP inhibitors: inhibitors of F. hepatica cathepsin L1. recombinant F. hepatica cathepsin L1, Z-Leu-Arg-MCA fluorescence. inhibition, % at 5.96 µM. 0.49% of 300,000 active. AID 1906;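 active = inhibition above the mean of all tested compounds plus 3 SD, set per screening campaign, cut at about 17% in these data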;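 note: 0% = plate median of test compound wells and 100% = 1 µM Z-Phe-Ala-diazomethylketone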
PP1 inh = blocks human PP1-alpha phosphatase, a PP5 counter-screen; P62136; purified PP1alpha, OMFP fluorescence; 0.9% of 320,000 active; inhibition, % at 6.7 µM; AID 2235;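 active = inhibition above the mean inhibition of all tested compounds plus 3 SD, computed separately for each screening campaign, cut at about 15% in these data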
Target sequence (P62136 whole entry, looked up): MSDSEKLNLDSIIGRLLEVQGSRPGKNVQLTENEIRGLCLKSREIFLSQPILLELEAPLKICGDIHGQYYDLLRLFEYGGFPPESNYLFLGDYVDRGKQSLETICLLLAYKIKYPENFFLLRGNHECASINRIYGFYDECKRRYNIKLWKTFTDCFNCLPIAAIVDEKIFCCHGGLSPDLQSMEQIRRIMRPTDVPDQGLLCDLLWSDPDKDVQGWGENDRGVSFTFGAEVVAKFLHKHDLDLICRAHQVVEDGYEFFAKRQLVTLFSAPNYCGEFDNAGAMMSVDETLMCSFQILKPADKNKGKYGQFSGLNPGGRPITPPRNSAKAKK
Starred values were filed as active, the others as inactive. This is a subset; the hit share may differ from the screen's.

For O=C(NC1=NCCS1)c1sc2cc(Cl)cc(Cl)c2c1Cl the results were TPT1 inh 1, PREPL inh 2, PP5 primary -0.1, LYPLA2 counter -4, HCV core dimer -17, JMJD2C inh 5, Efflux pump mplx 0.0, CTSL1 counter 1 and PP1 inh -4.
CC(NC(=O)CSc1nc(=O)cc(N)n1-c1ccccc1)c1ccccc1 (stereo not given) was read as TPT1 inh 0, PREPL inh 4, PP5 primary -3.5, LYPLA2 counter 3, HCV core dimer -5, JMJD2C inh -5, Efflux pump mplx -0.3, CTSL1 counter 7 and PP1 inh 5.
O=C(CN(CC1CCCO1)C(=O)CNS(=O)(=O)c1ccc(F)cc1)NCc1ccco1 (stereo not given) was read as TPT1 inh 2, PREPL inh 1, PP5 primary 0.5, LYPLA2 counter -1, HCV core dimer 4, JMJD2C inh 1, Efflux pump mplx -0.1, CTSL1 counter -1 and PP1 inh -5.
Screening O=C(COC(=O)c1nc(Cl)ccc1Cl)c1ccccc1Cl returned TPT1 inh -3, PREPL inh 4, PP5 primary 0.5, LYPLA2 counter 4, HCV core dimer -2, JMJD2C inh 1, Efflux pump mplx -0.1, CTSL1 counter -3 and PP1 inh -3.
For COc1ccccc1NC(=S)NC12CN3CN(CN(C3)C1)C2 the results were TPT1 inh -4, PREPL inh -3, PP5 primary -0.2, LYPLA2 counter -1, HCV core dimer -4, JMJD2C inh -1, Efflux pump mplx -0.1, CTSL1 counter 2 and PP1 inh 1.
COC(=O)[C@@]1(Cc2ccc(F)cc2)[C@H]2c3cc(C(=O)N(C)C)n(Cc4ccccc4)c3C[C@H]2CN1C(=O)c1ccccc1 was read as TPT1 inh -4, PREPL inh 25, PP5 primary 3.9, LYPLA2 counter 5, HCV core dimer -6, JMJD2C inh -2, Efflux pump mplx -0.1, CTSL1 counter 1 and PP1 inh 2.
`COc1ccc(N(CC(=O)NCc2ccccn2)S(=O)(=O)c2ccccc2[N+](=O)[O-])c(OC)c1` gave TPT1 inh 1, PREPL inh 3, PP5 primary 3.3, LYPLA2 counter -2, HCV core dimer -3, JMJD2C inh 74, Efflux pump mplx 0.2, CTSL1 counter -2 and PP1 inh 3.
O=C(c1cc([N+](=O)[O-])ccc1N1CCOCC1)N1CCN(S(=O)(=O)c2ccc(F)cc2)CC1 was read as TPT1 inh -2, PREPL inh 6, PP5 primary -1.9, LYPLA2 counter -4, HCV core dimer 0, JMJD2C inh 4, Efflux pump mplx 0.0, CTSL1 counter -2 and PP1 inh -7.
O=C(CN1CCC(Cc2ccccc2)CC1)NC(=O)NCc1ccccc1 was read as TPT1 inh -6, PREPL inh -3, PP5 primary 2.2, LYPLA2 counter -2, HCV core dimer 10, JMJD2C inh 3, Efflux pump mplx 0.0, CTSL1 counter 1 and PP1 inh 0.
O=C(c1ccco1)n1nc(-c2ccccc2)nc1NCc1ccco1 was read as TPT1 inh -1, PREPL inh -5, PP5 primary 1.8, LYPLA2 counter 6, HCV core dimer 1, JMJD2C inh -15, Efflux pump mplx -0.2, CTSL1 counter -1 and PP1 inh -1.
COc1cccc(/C=N/Nc2nnc(C)n2N)c1O was read as TPT1 inh -1, PREPL inh -3, PP5 primary 0.1, LYPLA2 counter 0, HCV core dimer -2, JMJD2C inh 4, Efflux pump mplx 0.2, CTSL1 counter -1 and PP1 inh 0.
For CC1=NN(c2ccccc2)C(=O)C1/C=C1/NC(=S)NC1=O (stereo not given) the results were TPT1 inh 7, PREPL inh -6, PP5 primary 2.7, LYPLA2 counter 1, HCV core dimer -19, JMJD2C inh -15, Efflux pump mplx 0.2, CTSL1 counter 1 and PP1 inh -5.
Screening COc1ccc([N+](=O)[O-])cc1NC(=O)Cc1ccc(Cl)cc1 returned TPT1 inh 5, PREPL inh 23, PP5 primary 2.4, LYPLA2 counter -4, HCV core dimer 1, JMJD2C inh 11, Efflux pump mplx -0.2, CTSL1 counter -1 and PP1 inh -3.
Cc1ccc(S(=O)(=O)NCCSCc2ccccc2)cc1 was read as TPT1 inh -6, PREPL inh -24, PP5 primary -0.9, LYPLA2 counter -3, HCV core dimer 0, JMJD2C inh 6, Efflux pump mplx 0.1, CTSL1 counter 7 and PP1 inh 0.
COc1cc(/C=N/NC(=O)c2cc[n+]([O-])cc2)cc(OC)c1OC was read as TPT1 inh 2, PREPL inh 17, PP5 primary 2.2, LYPLA2 counter 2, HCV core dimer -14, JMJD2C inh -4, Efflux pump mplx 0.1, CTSL1 counter 5 and PP1 inh 2.
`CN=C(Cc1ccccc1)C1=C(O)CC(C)(C)CC1=O` gave TPT1 inh -1, PREPL inh 28, PP5 primary -1.2, LYPLA2 counter 1, HCV core dimer -6, JMJD2C inh 0, Efflux pump mplx 0.2, CTSL1 counter -7 and PP1 inh -3.
For CS(=O)(=O)N1CCN(c2ccccc2NC(=S)NC(=O)c2cccs2)CC1 the results were TPT1 inh 6, PREPL inh 7, PP5 primary 3.0, LYPLA2 counter 1, HCV core dimer 5, JMJD2C inh -5, Efflux pump mplx 0.2, CTSL1 counter 0 and PP1 inh 0.
For O=C(c1ccco1)N1CCN(C2CC(=O)N(c3ccc(F)c(Cl)c3)C2=O)CC1 (stereo not given) the results were TPT1 inh 3, PREPL inh 13, PP5 primary -0.4, LYPLA2 counter -2, HCV core dimer -3, JMJD2C inh 12, Efflux pump mplx 0.0, CTSL1 counter 2 and PP1 inh -1.
For Cc1nnc(SCCn2c(N3CCCCC3)nc3c2c(=O)[nH]c(=O)n3C)s1 the results were TPT1 inh -1, PREPL inh -1, PP5 primary -0.6, LYPLA2 counter 8, HCV core dimer -3, JMJD2C inh 2, Efflux pump mplx -0.2, CTSL1 counter -2 and PP1 inh 0.
Cc1ccc(S(=O)(=O)c2c(C)nn(C(C)(C)C)c2OC(=O)c2ccc(Br)o2)cc1 was read as TPT1 inh 0, PREPL inh -5, PP5 primary 1.9, LYPLA2 counter -3, HCV core dimer 23, JMJD2C inh -3, Efflux pump mplx 0.2, CTSL1 counter -1 and PP1 inh -1.
O=C(Nc1sc2c(c1C(=O)NCCCO)CCCC2)c1ccccc1 was read as TPT1 inh 2, PREPL inh 4, PP5 primary 4.6, LYPLA2 counter -4, HCV core dimer -5, JMJD2C inh -3, Efflux pump mplx 0.5, CTSL1 counter 3 and PP1 inh -2.
Screening COC(=O)CCC(=O)OC1(C)C(=O)C2=CN(CC3CC3)C(c3ccc(OC)cc3)=CC2=C(Br)C1=O (stereo not given) returned TPT1 inh -6, PREPL inh 69*, PP5 primary 7.1, LYPLA2 counter 4, HCV core dimer -2, JMJD2C inh 10, Efflux pump mplx -0.1, CTSL1 counter 0 and PP1 inh 17*.
Screening Cc1ccc(Cn2c(NC(=O)c3ccco3)nc3ccccc32)cc1 returned TPT1 inh 2, PREPL inh 3, PP5 primary 1.5, LYPLA2 counter 2, HCV core dimer 15, JMJD2C inh 5, Efflux pump mplx 0.0, CTSL1 counter 2 and PP1 inh 4.
For CCC(C)(C)NC(=O)C(c1cccc(OC)c1OC)N(Cc1ccccc1)C(=O)CCC(=O)Nc1cc(C)on1 (stereo not given) the results were TPT1 inh -3, PREPL inh 0, PP5 primary 0.8, LYPLA2 counter 5, HCV core dimer 5, JMJD2C inh 2, Efflux pump mplx -0.1, CTSL1 counter 0 and PP1 inh 1.
`COc1ccc(NC(=O)C(C)N=C2NS(=O)(=O)c3ccccc32)cc1S(N)(=O)=O` (stereo not given) gave PREPL inh 5, PP5 primary -1.6, LYPLA2 counter 3, JMJD2C inh 10, Efflux pump mplx -0.1 and PP1 inh -4.
CC(Sc1nncs1)C(=O)NC1CCCCC1C (stereo not given) was read as TPT1 inh 1, PREPL inh 2, PP5 primary 2.8, LYPLA2 counter 7, HCV core dimer 3, JMJD2C inh 7, Efflux pump mplx 0.2, CTSL1 counter 0 and PP1 inh -2.
For CC(C(=O)c1ccc(-c2ccccc2)cc1)[n+]1ccccc1 (stereo not given) the results were TPT1 inh 4, PREPL inh 15, PP5 primary 0.8, LYPLA2 counter -4, HCV core dimer -6, JMJD2C inh 16, Efflux pump mplx 0.1, CTSL1 counter 0 and PP1 inh 1.
For Nc1nc(NCc2ccccc2)nc(Nc2ccc(F)cc2)c1[N+](=O)[O-] the results were TPT1 inh -3, PREPL inh 12, PP5 primary 0.5, LYPLA2 counter 11, HCV core dimer -3, JMJD2C inh 3, Efflux pump mplx -0.3, CTSL1 counter -4 and PP1 inh 3.
CCOc1ccc(-c2nnc(-c3ccc(OC)cc3)o2)cc1 was read as TPT1 inh -1, PREPL inh 9, PP5 primary 3.9, LYPLA2 counter -9, HCV core dimer 2, JMJD2C inh 8, Efflux pump mplx 0.5, CTSL1 counter 1 and PP1 inh -1.
For CCOc1cc(/C=C(\C#N)c2[nH]nc(N)c2C#N)ccc1O the results were TPT1 inh 12, PREPL inh 52*, PP5 primary 3.9, LYPLA2 counter 2, HCV core dimer 1, JMJD2C inh -7, Efflux pump mplx 0.1, CTSL1 counter 6 and PP1 inh -3.

Random excerpt: 3 entries already listed, in no set order.
For O=C(NC1=NCCS1)c1sc2cc(Cl)cc(Cl)c2c1Cl the results were TPT1 inh 1, PREPL inh 2, PP5 primary -0.1, LYPLA2 counter -4, HCV core dimer -17, JMJD2C inh 5, Efflux pump mplx 0.0, CTSL1 counter 1 and PP1 inh -4.
COc1cccc(/C=N/Nc2nnc(C)n2N)c1O was read as TPT1 inh -1, PREPL inh -3, PP5 primary 0.1, LYPLA2 counter 0, HCV core dimer -2, JMJD2C inh 4, Efflux pump mplx 0.2, CTSL1 counter -1 and PP1 inh 0.
For CC1=NN(c2ccccc2)C(=O)C1/C=C1/NC(=S)NC1=O (stereo not given) the results were TPT1 inh 7, PREPL inh -6, PP5 primary 2.7, LYPLA2 counter 1, HCV core dimer -19, JMJD2C inh -15, Efflux pump mplx 0.2, CTSL1 counter 1 and PP1 inh -5.

Continued.
For CCCSc1nnc(NC(=O)CCc2ccccc2)s1 the results were TPT1 inh -1, PREPL inh -6, PP5 primary -0.4, LYPLA2 counter -2, HCV core dimer 0, JMJD2C inh 4, Efflux pump mplx 0.1, CTSL1 counter -3 and PP1 inh -1.
For Cc1cc(=O)oc2cc(NC(=O)C3CCCC3)ccc12 the results were TPT1 inh 1, PREPL inh 10, PP5 primary -1.5, LYPLA2 counter -3, HCV core dimer 3, JMJD2C inh 6, Efflux pump mplx 0.0, CTSL1 counter 1 and PP1 inh 0.
For COCCN(CCOC)S(=O)(=O)c1ccc(C(=O)Nc2ccc(S(=O)(=O)Nc3nccc(C)n3)cc2)cc1 the results were TPT1 inh 1, PREPL inh -4, PP5 primary 1.4, LYPLA2 counter -2, HCV core dimer 3, JMJD2C inh -6, Efflux pump mplx -0.2, CTSL1 counter 1 and PP1 inh -3.
`COc1cccc(NC(=O)C2CCN(S(=O)(=O)c3ccc4c(c3)NC(=O)C(C)S4)CC2)c1` (stereo not given) gave TPT1 inh -1, PREPL inh 5, PP5 primary 1.3, LYPLA2 counter 2, HCV core dimer 3, JMJD2C inh -3, Efflux pump mplx 0.0, CTSL1 counter 5 and PP1 inh 2.
For CCOC(=O)c1cnc2nc(C(F)(F)F)[nH]n2c1=O the results were TPT1 inh -5, PREPL inh -12, PP5 primary -1.1, LYPLA2 counter 2, HCV core dimer 1, JMJD2C inh -10, Efflux pump mplx -0.1, CTSL1 counter -1 and PP1 inh -3.

Screening data as filed in PubChem.
